# Source: PubChem (Sanford-Burnham Center for Chemical Genomics)
# CXCR6 inh: inhibitors of human CXCR6 receptor | AID 602244 | O00574 | CHO-K1 PathHunter CXCR6 beta-arrestin, luminescence | inhibition, % at 20 µM | actives 0.36% (n = 360,000); in the data active = inhibition above about 34%, passing the limit was not always enough;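 also: antagonist mode with CXCL16 agonist at 10 nM final; 0% = 10 nM CXCL16 with DMSO and 100% = unstimulated wells without agonist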
# Target sequence (O00574 whole entry, looked up): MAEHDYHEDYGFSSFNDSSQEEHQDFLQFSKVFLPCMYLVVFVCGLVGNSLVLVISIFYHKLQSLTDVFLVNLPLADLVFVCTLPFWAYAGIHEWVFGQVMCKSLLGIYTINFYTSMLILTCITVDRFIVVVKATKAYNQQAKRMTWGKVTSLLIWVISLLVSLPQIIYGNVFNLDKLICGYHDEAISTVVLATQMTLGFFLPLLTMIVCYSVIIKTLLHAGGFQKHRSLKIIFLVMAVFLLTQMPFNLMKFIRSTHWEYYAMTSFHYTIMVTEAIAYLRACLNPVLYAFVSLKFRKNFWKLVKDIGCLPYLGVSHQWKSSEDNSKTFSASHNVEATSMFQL
# Mdm2-MdmX inh: inhibitors of human Mdm2/MdmX interaction. O15151+Q00987. SaOS-2 split-luciferase Mdm2/MdmX complementation, luminescence. inhibition, % at 8 µM. actives 3% (n = 330,000);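 active = inhibition of at least 50% at 8 µM in the primary screen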
# APJ antag: APJ receptor antagonism | P35414 | CHO-K1 APJ beta-arrestin complementation, luminescence | inhibition, % at 20 µM | actives 0.32% (n = 330,000) | AID 2521;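 active = inhibition above about 40% at 20 µM, limit read from the data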;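 also: cells challenged with 10 nM apelin-13 agonist together with compound; plate controls were apelin-13 plus DMSO wells for no effect and DMSO wells lacking apelin-13 for full effect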
# Target sequence (P35414 whole entry, looked up): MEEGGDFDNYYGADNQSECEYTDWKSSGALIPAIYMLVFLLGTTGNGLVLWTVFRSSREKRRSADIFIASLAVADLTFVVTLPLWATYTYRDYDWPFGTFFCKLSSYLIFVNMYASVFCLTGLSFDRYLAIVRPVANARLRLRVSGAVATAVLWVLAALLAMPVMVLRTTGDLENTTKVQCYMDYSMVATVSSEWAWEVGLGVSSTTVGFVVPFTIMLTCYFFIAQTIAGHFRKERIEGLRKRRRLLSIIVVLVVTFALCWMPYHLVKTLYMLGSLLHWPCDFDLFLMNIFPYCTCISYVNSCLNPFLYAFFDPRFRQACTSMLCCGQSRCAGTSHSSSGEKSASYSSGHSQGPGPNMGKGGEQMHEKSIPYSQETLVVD
# CCR6 antag: blocks CCL20-driven beta-arrestin recruitment at human CCR6 | inhibition, % at 20 µM | CHO-K1 CCR6 PathHunter beta-arrestin, luminescence, CCL20-stimulated | AID 493098 | actives 0.49% (n = 340,000);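 active = compounds whose inhibition of the agonist-driven luminescence signal at 20 µM reaches about 50%, limit read from the data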;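 also: cells stimulated with CCL20 at 14 nM final; plate controls were DMSO with CCL20 for no effect and DMSO without agonist for full effect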
# tim23-1 inh: inhibits growth of tim23-1 mutant yeast. S. cerevisiae tim23-1 growth, BacTiter-Glo luminescence, 24 h. inhibition, % at 20 µM. actives 1.3% (n = 330,000). AID 463212;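 active = growth inhibition of the mutant yeast at or above 50%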;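 also: temperature-sensitive mutant grown at 25 °C; plate controls were DMSO-treated mutant yeast for no effect and medium wells lacking yeast for full effect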
# UPR XBP1 act: adaptive UPR (XBP1) activation; activation, % at 20 µM; actives 0.33% (n = 330,000); CHO-XBP1 luciferase reporter, IRE1-XBP1 UPR activation, luminescence; percent of tunicamycin response, DMSO as zero;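 active = versus positive control, 20 µM dose yields 30% or more activation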;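 also: 100% = tunicamycin at 10 µg/mL and 0% = DMSO only wells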
#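 Assay system: IRE1-XBP1 luciferase reporter CHO line. Input: 1000 cells/well. Buffer or medium: F12 with 10% serum. Doses: 20 µM, 1% DMSO. Times: overnight seeding at 37 °C, 6 h compound treatment at 37 °C. Technique: Steady-Glo luciferase glow luminescence, 10 min after reagent addition.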
# APJ agonist: APJ receptor agonism | P35414 | CHO-K1 APJ PathHunter beta-arrestin, luminescence; 0% DMSO wells, 100% apelin | activation, % at 20 µM | actives 0.11% (n = 330,000) | AID 2520;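 active = activation more than six SD over the plate average, tested at 20 µM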;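 also: 0% = DMSO alone and 100% = apelin-13 at 10 nM; some results filed as inactive read as strong as hits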
#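 Assay system: engineered CHO-K1 APJ arrestin reporter cells; Amount: 1000 CHO-K1 reporter cells seeded per well; Dosing: one dose, 20 µM compound, 1% DMSO; Times: compound stimulation 90 min at 25 °C, detection 60 min; Measured by: luminescent beta-gal fragment complementation, chemiluminescent substrate; Read-out: APJ–arrestin association signal; Controls: DMSO vs Apelin-13 10 nM.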
# EBI2 antag: antagonists of human EBI2 receptor | P32249 | EBI2 beta-arrestin recruitment, luminescence, 7a,25-OHC stimulated | inhibition, % at 5 µM | actives 0.81% (n = 360,000) | AID 651636; in the data active = inhibition above about 38%;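 also: enzyme fragment complementation signal reports receptor beta-arrestin coupling in cells; 0% = agonist plus DMSO wells and 100% = wells without agonist; some results beyond the cut were filed as inactive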
# Target sequence (P32249 whole entry, looked up, the tested form may be a part): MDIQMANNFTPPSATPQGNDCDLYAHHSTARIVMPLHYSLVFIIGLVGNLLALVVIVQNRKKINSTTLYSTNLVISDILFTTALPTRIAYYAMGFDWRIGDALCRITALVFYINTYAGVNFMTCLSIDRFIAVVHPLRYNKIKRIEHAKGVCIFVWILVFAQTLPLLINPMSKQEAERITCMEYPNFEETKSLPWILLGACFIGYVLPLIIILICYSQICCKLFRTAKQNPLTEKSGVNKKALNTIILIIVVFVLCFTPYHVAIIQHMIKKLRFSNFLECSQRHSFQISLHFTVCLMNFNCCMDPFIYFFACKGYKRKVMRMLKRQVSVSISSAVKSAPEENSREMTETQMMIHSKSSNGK
# CHOP UPR activ: activators of apoptotic arm of unfolded protein response (CHOP) | CHO-CHOP luciferase reporter, UPR activation, luminescence; percent of tunicamycin response over DMSO baseline | activation, % at 10 µM | actives 0.34% (n = 330,000);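 active = at 10 µM dose, activation of 40% or more, normalized to positive control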;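 also: 100% = tunicamycin at 10 µg/mL and 0% = DMSO alone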
#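 Material: CHO-CHOP cells, stable luciferase reporter of PERK-eIF2a-CHOP signalling; quantity: 500 reporter cells seeded per well; buffer or medium: F12 medium containing 10% fetal bovine serum; compound: one dose, 10 µM in 0.5% DMSO; incubation: 6 h compound treatment, 37 °C; measured by: Steady-Glo luciferase luminescence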
# The depositor's hits bear a star; . = no result given. These rows are one share of the data, so the mix of outcomes need not match the whole.
SMILES,CXCR6 inh,Mdm2-MdmX inh,APJ antag,CCR6 antag,tim23-1 inh,UPR XBP1 act,APJ agonist,EBI2 antag,CHOP UPR activ
CC1CCc2sc(C(=O)N(C)CC(=O)Nc3cccc(F)c3)cc2C1 (stereo not given),-6,4,11,5,46,-2,9,-2,4.2
CC1=CCC2C(=O)N(c3ccc(Br)cc3C)C(=O)C2C1 (stereo not given),1,6,4,6,25,-3,-1,-5,2.5
Nc1cccc(P(=O)(c2ccccc2)c2ccccc2)c1,3,30,12,9,-1,-2,-1,-4,-0.9
CN(C)S(=O)(=O)c1ccc(N2CCCC2)c(C(=O)Nc2nc(-c3cc(F)ccc3F)cs2)c1,1,55*,6,2,16,9,-3,-1,-0.3
CCCS(=O)(=O)N1CCCC(C(=O)NC2CCCC(C)C2C)C1 (stereo not given),7,1,-19,-1,9,-4,-2,-11,-1.7
O=C(NCCc1c[nH]c2ccccc12)c1cccc(Br)c1,3,16,-31,15,34,-7,1,38,1.1
O=C(O)c1ccc2c(c1)C(=O)N(CCc1c[nH]c3ccccc13)C2=O,-3,20,18,5,8,-5,-3,7,3.8
COc1ccc2oc(C(=O)OCC(=O)Nc3ccc(NC(C)=O)cc3)c(C)c2c1,-6,4,4,3,-14,-1,12,2,1.5
COc1cccc(C(C(=O)NC(C)(C)C)N(Cc2ccco2)C(=O)CCC(=O)Nc2cc(C)on2)c1OC (stereo not given),-8,-7,-5,2,2,-1,-4,-8,1.6
COC(=O)c1ccc(NC(=O)Cn2nc(C(=O)Nc3ccc(C)cc3)ccc2=O)cc1,3,6,9,5,6,-3,-3,1,1.3
CCCCN=CC1=C(O)C(C(=O)OC)C(C)(C)CC1=O (stereo not given),-1,19,5,23,14,-3,-1,-3,1.4
COc1ccc(-c2nnc(SCC(=O)c3cccs3)o2)c(OC)c1,5,-20,-13,8,8,-2,-6,3,0.3
CC(=O)c1cc(NC(=O)c2cccc(C(F)(F)F)c2)c(=O)oc1C,6,-15,16,5,45,1,-2,7,1.6
COc1ccc(C2=NOC(CN3C(=O)c4ccccc4S3(=O)=O)C2)cc1 (stereo not given),1,-66,0,-10,13,-11,0,4,2.5
Cc1ccc2oc(C(=O)N3CCC(O)(c4cccc(C(F)(F)F)c4)CC3)c(C)c2c1,0,-41,-6,25,39,-1,-4,57*,-0.1
CCC(=O)Nc1nc2ccccc2n1CCN(CC)CC,1,12,1,-6,21,-1,-1,-5,0.2
O=C(Cc1cccs1)Nc1ccc(-c2nnc(-c3ccccc3)o2)cc1,-8,1,2,7,1,-4,-1,11,1.3
O=C(c1ccco1)N1CCN(Cc2cccc([N+](=O)[O-])c2)CC1,4,8,5,12,1,-5,-2,-10,-0.6
O=C(Nc1ccc(O)cc1)c1ccc(NC(=O)c2ccco2)cc1,2,-15,4,11,6,0,-1,-2,2.7
CC1CC(C)CN(C(=O)Nc2ccccc2F)C1 (stereo not given),-4,-11,4,5,5,1,-2,-3,-0.5
Cc1occc1C(=O)NCc1ccco1,-4,-13,14,-5,9,-5,0,-10,-0.8
CCc1ccc(O)c(-c2cc(C(=O)Nc3cccnc3)[nH]n2)c1,-18,-118,-12,-6,1,2,-2,0,8.9
CC1(c2ccccc2Cl)NC(=O)N(CC(=O)Nc2ccccc2OC(F)F)C1=O (stereo not given),9,0,4,4,16,-2,1,7,2.3
Cc1nnc(NC(=O)c2ccc3ccccc3c2)s1,-2,-99,14,-1,17,6,0,-14,2.3
COc1ccc(OC)c(NC(=O)CSc2nnc(C3CCCCC3)o2)c1,9,4,1,0,4,-2,-2,-1,-1.3
[O-][n+]1onc2c1CCc1c-2nn(-c2ccccc2Cl)[n+]1[O-],4,43,17,0,31,-9,-2,0,-2.6
COc1ccc2[nH]c3c(c2c1)CCN1C(=O)C(CC(=O)NCCc2ccccn2)C[C@H](C(=O)N2CCCCC2)[C@@]31C (stereo not given in full),-11,-11,.,12,24,2,.,-13,3.9
Cc1noc(C)c1COc1ccc(C(=O)N2CCN(S(=O)(=O)c3ccccc3)CC2)cc1,-2,16,0,12,-1,6,-2,4,-1.8
COc1cccc(/C(O)=C/c2nc3ccc(C(=O)NCCc4cccc(C)c4)cc3[nH]c2=O)c1,7,65*,4,6,15,0,-1,-1,1.7
Cc1cc(O)c(C(C)C)cc1C1(c2cc(C(C)C)c(O)cc2C)OC(=O)c2ccccc21,8,100*,-17,25,2,-7,4,15,23
COCCNc1nc2nonc2nc1NC(C)c1ccccc1Cl (stereo not given),-4,-5,14,8,17,0,-3,-5,0.7
CN(C)S(=O)(=O)c1cc(C(=O)Nc2ccn(C)n2)c(Cl)cc1Cl,-5,-1,18,13,7,0,-5,-8,1.3
CN(C(=O)C1CCCO1)c1nnc(-c2ccncc2)s1 (stereo not given),-4,-6,18,-11,-5,-2,6,-1,0.0
CSc1cccc(NC(=O)CCS(=O)(=O)c2cccc3nonc23)c1,-5,-14,3,3,5,-2,0,-5,-0.4
COC(=O)c1cc(NC(=O)c2ccc(-c3ccccc3)cc2)ccc1Cl,7,13,-11,1,4,0,-2,43,1.4
COc1ccc2[nH]c3c(c2c1)CCn1c-3nc2ccccc2c1=O,3,-130,-6,2,-4,-3,0,-1,1.7
COc1ccc(C(=O)c2sc(Nc3ccccc3F)nc2N)cc1,1,-46,-8,20,50*,20,-3,34,5.5
Cc1cc(C(=O)N2CCCC2)n[nH]1,-6,20,17,2,12,-1,1,-1,0.4
CN1CCC(N(C)C(=S)NC(=O)C23CC4CC(CC(C4)C2)C3)CC1,13,8,1,6,13,-4,-1,1,-1.0
O=S(=O)(Nc1cc(S(=O)(=O)N2CCCC2)ccc1O)c1ccc(Cl)s1,-1,6,6,6,7,3,5,12,2.4
COc1ccc(NC(=O)Nc2ccc3c(c2)C(=O)N([C@@H](C)CO)C[C@@H](C)[C@@H](CN(C)S(=O)(=O)c2cn(C)cn2)O3)cc1,2,14,10,3,8,-1,-2,-10,-0.1
NS(=O)(=O)c1ccc(NC(=O)CSc2nc3c(cnn3-c3ccccn3)c(=O)[nH]2)cc1,-3,13,17,13,8,-1,5,9,-0.3
C/C(=N\NC(=O)c1nnn(-c2nonc2N)c1-c1cccs1)c1cccc(O)c1,5,20,11,-4,2,-4,-4,-16,1.6
COc1ccc(C2=Nc3ccc(Br)cc3C(c3ccccc3)N2CC(=O)NN)cc1 (stereo not given),2,-19,-12,14,11,-1,1,0,0.1
CCn1c(SC(C)C(=O)Nc2ccc(N3CCOCC3)cc2)nnc1C1CC1 (stereo not given),-6,-1,3,-1,-8,0,-4,1,0.6
Cc1cc(SCC(=O)NCCN2C(=O)CSC2=O)nc2c(C)cccc12,7,-7,-16,-3,19,-5,-2,-7,-0.6
COc1ccc2c(CC(=O)NCC3CCC(C(=O)O)CC3)cc(=O)oc2c1 (stereo not given),-2,18,5,-12,3,-1,-2,-5,-0.5
Cn1c(CC(=O)NNC(=O)c2ccc(F)cc2F)nc2ccccc21,0,3,11,2,-6,0,-3,-7,-1.0
CCOCCn1ccc2c(OCC(=O)NCc3ccccc3)cccc2c1=O,5,9,6,12,-13,-1,-2,-7,-1.2
C/C(CC(=O)NCCCN1CCOCC1)=N\NC(=O)COc1ccc(C)cc1,1,1,12,1,2,-2,-4,-2,0.5
O=C(NCc1ccccc1)C1CCCN(C(=O)NCc2ccccc2)C1 (stereo not given),-4,8,-15,9,0,-4,-1,-6,-0.1
c1coc(CN2CNc3nc4ccccc4n3C2)c1,-3,-9,5,7,2,-4,1,-9,-0.4
CC(=O)C1CCC2C3CCC4=CC(=O)CC[C@]4(C)[C@@]3(F)C(O)C[C@]12C (stereo not given in full),-2,9,4,6,14,-3,-3,-9,-0.9
COc1ccc(OCC(O)CNCCOc2ccccc2OC)c(C(C)(C)C)c1 (stereo not given),-6,39,2,8,2,7,-2,-6,-1.1
CC(=O)Nc1ccc([N+](=O)[O-])c(CS(=O)(=O)c2ccc(C)cc2)c1[N+](=O)[O-],-14,-15,-33,-14,10,-1,7,2,-0.4
O=S(=O)(NCc1csc(-c2cccs2)n1)c1cccc(C(F)(F)F)c1,0,23,3,5,17,0,-5,0,0.5
O=C(Cc1cccc(Cl)c1)Nc1ccc(Br)cc1,6,2,-2,17,22,-2,-2,7,-0.2
CCS(=O)(=O)N1CCC(c2nc(-c3ccc(C(F)(F)F)cc3)no2)CC1,-3,34,10,-8,12,0,-5,7,-2.0
Cc1cc(C)n(CCNc2nc3nonc3nc2N2CCCCC2)n1,10,-14,-13,4,7,2,-6,-1,-1.3
Cc1nn(C(=O)N2CCOCC2)c(C)c1C,0,31,3,10,11,-1,-3,-4,1.3

# EBI2 antag, hit marks shown above.
Molecule	CXCR6 inh	Mdm2-MdmX inh	APJ antag	CCR6 antag	EBI2 antag
Cc1ccc2oc(C(=O)N3CCC(O)(c4cccc(C(F)(F)F)c4)CC3)c(C)c2c1	0	-41	-6	25	57*

# Other compounds:
SMILES,CXCR6 inh,Mdm2-MdmX inh,APJ antag,CCR6 antag,tim23-1 inh,UPR XBP1 act,APJ agonist,EBI2 antag,CHOP UPR activ
CCn1c(C)c(C(=O)O)c2cc(OC)c3ccccc3c21,-4,20,3,-8,39,-4,-3,1,-1.0
Cc1cc(C)n2nc(SCC(=O)NC(=O)NCc3ccco3)nc2n1,0,3,0,6,7,-4,-1,-2,-1.4
Cc1nc2nc(SCC(=O)c3ccc([N+](=O)[O-])cc3)[nH]c2cc1Br,-8,5,-87,12,7,-1,6,-23,-1.9
Cc1nn2c(-c3cccc(NC(=O)c4ccco4)c3)nnc2c2ccccc12,3,38,9,0,19,7,8,-17,3.6
Cc1ccc(NC(=O)CCNCc2ccco2)cc1S(=O)(=O)N(C)C,-10,-26,4,8,-1,2,-3,1,0.8
CCOCCn1c(SCc2ccc(F)cc2)nc2c1c(=O)[nH]c(=O)n2C,-2,-27,25,4,23,2,-2,-2,2.9
Cc1cc(NC(=O)C(C)Oc2ccc(Cl)cc2Cl)n(-c2ccccc2)n1 (stereo not given),-3,4,-6,18,35,-2,-4,20,-1.5
Cc1cc(NC(=O)CSc2nc(C)c(C)c(=O)[nH]2)no1,-2,25,5,4,10,-1,-2,-10,0.7
Cc1ccc(C(=O)CCC(=O)N2CCN(C(=O)c3ccco3)CC2)cc1,-1,-6,1,12,-11,1,1,3,-0.4
COc1cc(CNCCO)ccc1OCCc1ccccc1,1,-1,14,6,6,-3,-3,0,2.1
CCNC(=S)N1CCC(c2nc3cc(C)c(C)cc3[nH]2)CC1,2,-8,-2,6,9,-1,-4,-9,-2.6
